Compound activity (PubChem)
SK-BR-3 tox 24h: SK-BR-3 proliferation inhibitors | SK-BR-3 viability, CellTiter-Glo ATP luminescence, 24 h; stronger effect = lower value | viability, % at 10 µM | actives 0.47% (n = 41,000);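 active means viability at or below the median of all test compounds minus 3 SD, in both replicates if run twice, cut at about 45% in these data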;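 further: 100% = median untreated cell wells and 0% = median positive control drug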
* marks the source's active call; other numbers are inactive results. An excerpt (hit frequency here may not be typical).

SMILES	SK-BR-3 tox 24h
O=c1[nH]c(NCCO)nc2c1C1(CCCCC1)Cc1ccccc1-2	94
COc1ccc(-c2noc(CCCC(=O)O)n2)cc1	108
CCCOc1cccc(CN2CCCCC2c2cccnc2)c1 (stereo unspecified)	69
Cc1ccc2cc(CN(Cc3cccs3)Cc3nnnn3CC3CCCO3)c(=O)[nH]c2c1C (stereo unspecified)	111
CCOC(=O)c1[nH]c2ccc(OC)cc2c1N=CN(C)C	93
c1ccc(-c2nnc3n2N=C(c2ccc4c(c2)OCO4)CS3)nc1	104
CCOC(=O)C1=C(CN2CCC(C)CC2)NC(=O)NC1c1ccc(Cl)cc1 (stereo unspecified)	79
O=C(Cn1nc(-c2cccc(Cl)c2)ccc1=O)Nc1cccnc1	109
O=C(CN(c1ccc2c(c1)OCCO2)S(=O)(=O)c1ccccc1)NCC1CCCO1 (stereo unspecified)	96
COC(=O)c1ccc(-c2n[nH]c(=O)c3ccccc23)cc1	90
COC(=O)c1ccc(Cn2cnc3c(cnn3-c3ccc(C)c(C)c3)c2=O)o1	78
CC1=C(Sc2nc3ccccc3[nH]2)C(=O)NC(C)(C)C1	100
CC1Cc2nc(SCC(=O)Nc3ccc(F)cc3F)n(C)c(=O)c2S1 (stereo unspecified)	93
O=c1[nH]c2ccc(S(=O)(=O)N3CCCCC3)cc2[nH]1	78
O=S(=O)(c1ccc2c(c1)OCCO2)N1CCC(c2nc3ccccc3s2)CC1	53
Cc1ccc2[nH]c3c(N4CCN(Cc5ccccc5)CC4)ncnc3c2c1	62
O=C(NC1CCCC1)C(c1ccc(N2CCOCC2)cc1)N(Cc1ccco1)C(=O)c1ccco1 (stereo unspecified)	95
O=C(CCn1c(=O)[nH]c2ccsc2c1=O)N1CCc2ccccc2C1	80
COc1ccc(N=C2C(=O)Nc3c(C)cccc32)cc1	115
CC(C)(C)NC(=O)COC(=O)c1snc(C(=O)NC2CCCCC2)c1N	78
COc1ccc(N(C)S(=O)(=O)c2cccc(C(=O)NC3=NCCS3)c2)cc1	101
COc1cc(NC(=O)c2ccco2)c(OC)cc1NC(=O)CCC(=O)Nc1cccc(C)c1C	99
Cc1cc(C(=O)Nc2nnc(C(F)(F)F)s2)no1	106
Cc1c(C(=O)Nc2ccc(N3CCOCC3)cc2)oc2ccccc12	79
C=CCc1c(C)nc(SCCC)[nH]c1=O	95
SMILES	SK-BR-3 tox 24h
COc1ccc(OCCSc2nnnn2C2CCCCC2)cc1	88
FC(F)Oc1cccc2cccnc12	90
O=C(CSc1nnc(CCc2nc3ccccc3[nH]2)n1-c1ccccc1)NCc1ccco1	88
O=C1CC(c2ccccc2)CN1C(=O)c1ccccc1 (stereo unspecified)	108
CCCCC1CC1C(=O)Nc1ccc(OC)c(OC)c1 (stereo unspecified)	118
COc1ccc(-c2nc3scc(-c4ccccc4)n3n2)cc1	116
O=C(Cn1c(=O)n(CC2CCCO2)c(=O)c2ccccc21)N1CCN(c2ccccc2)CC1 (stereo unspecified)	92
Cc1ccc(S(=O)(=O)Nc2nc3ccc(S(=O)(=O)N4CCCC4)cc3s2)cc1	89
O=c1c2c3c(sc2nc2n1CCCCC2)CCCCC3	104
Cc1cc(NC(=O)CCCSc2nc(-c3ccco3)cc(C(F)(F)F)n2)no1	103
O=C(CN1C(=O)CSc2ccccc21)N1CCc2ccccc21	90
O=C(CN1C2=NCCN2c2ccccc21)c1ccc(Br)cc1	84
COc1ccc(C2CC(c3cccc(OC)c3OC)n3nnnc3N2)cc1 (stereo unspecified)	90
CN(C)S(=O)(=O)NCc1ccc2c(c1)OCO2	83
O=C(CSc1nnc(CNc2ccc(F)cc2)o1)N1CCCc2ccccc21	76
CCOC(=O)c1c(-c2ccccc2)oc2ccc(O)c(CN3CCOCC3)c12	94
O=[n+]1c2c(n([O-])c3c1CCC3)CCCC2	89
CCc1nnc(NC(=O)CC(=O)Nc2ccccc2C(=O)O)s1	113
Cc1cc(C(=O)NC(C)c2ccncc2)cs1 (stereo unspecified)	104
NC(=O)CSc1ncc(-c2ccccc2)[nH]1	114
CC(=O)Nc1ccc(-c2nc(C)c(C(C)=O)n2O)cc1	95
c1ccc(-c2nn3c(Cn4nnc5ccccc54)nnc3s2)nc1	94
CN(C)S(=O)(=O)N1CCN(S(=O)(=O)c2ccc(F)cc2)CC1	110
N#Cc1cc2cc3c(cc2nc1SCC(=O)OC1CCCCC1)OCO3	93
O=C(O)C1C2CCC(O2)C1C(=O)NCCC1=CCCCC1 (stereo unspecified)	77

Given as labelled records: entries from further up
SMILES: c1ccc(-c2nn3c(Cn4nnc5ccccc54)nnc3s2)nc1
  SK-BR-3 tox 24h: 94

SMILES: CN(C)S(=O)(=O)N1CCN(S(=O)(=O)c2ccc(F)cc2)CC1
  SK-BR-3 tox 24h: 110

SMILES: N#Cc1cc2cc3c(cc2nc1SCC(=O)OC1CCCCC1)OCO3
  SK-BR-3 tox 24h: 93

SMILES: O=C(O)C1C2CCC(O2)C1C(=O)NCCC1=CCCCC1 (stereo unspecified)
  SK-BR-3 tox 24h: 77

(listing goes on)
SMILES	SK-BR-3 tox 24h
COc1ccc(Cc2nnc(SCC(=O)N3CCc4ccccc4C3)o2)cc1	73
CSc1nc2oc3c(c2c2nncn12)CC(C)(C)SC3	98
C=C(C)CSc1nnc([C@H](CCSC)NC(=O)OC(C)(C)C)o1	70
Cc1ccc(-c2nn(CC(=O)NCC3CCCO3)c(=O)c3ccccc23)cc1 (stereo unspecified)	94
CCOC(=O)N1CC=C2C(C#N)=C(N)C(C#N)(C#N)[C@H](c3ccc(OC(C)C)c(OCC)c3)[C@H]2C1	89
O=C(COc1ccccc1)N1CCN(S(=O)(=O)Cc2ccccc2)CC1	122
COc1ccc(C2=NOC(CN3C(=O)c4ccccc4S3(=O)=O)C2)cc1 (stereo unspecified)	95
O=C(O)COc1nsnc1N1CCOCC1	95
CC1(c2ccncc2)Nc2ccccc2-c2nc3ccccc3n21 (stereo unspecified)	97
O=C1CC(C(=O)NC2CCCCC2)C(c2ccccc2)O1 (stereo unspecified)	99
CSCC[C@H](NC(=O)OC(C)(C)C)c1nnc(SCC(=O)Nc2c(C)cccc2C)o1	103
CN1C(=O)/C(=C2\SC(=S)N(C(CCC(=O)O)C(=O)O)C2=O)c2ccccc21 (stereo unspecified)	88
O=C(CSc1nc2ccccc2c(=O)n1-c1ccccc1)N1CCN(CCO)CC1	108
CC(C)(C)NC(=O)C1N(c2cccnc2)C(=O)C2C(C(=O)Nc3ccccc3F)C3(C)C=CC21O3 (stereo unspecified)	95
COc1ccccc1N(O)C1CC(=O)N(c2ccc(F)cc2)C1=O (stereo unspecified)	89
OC12CCCCC1C(c1ccc3c(c1)OCO3)N(Cc1ccccc1F)CC2 (stereo unspecified)	73
CC(C)Cn1c2nc3ccccc3nc2c2c(=O)n(CCN3CCOCC3)cnc21	86
CCCc1cc(=O)n2[nH]c(-c3ccccc3)cc2n1	92
CC(=O)Nc1cc(OC(=O)c2ccco2)cc(OC(=O)c2ccco2)c1	118
CC(=O)c1cccc(NC(=O)N2CCN(S(C)(=O)=O)CC2)c1	88
C=C(C)c1cccc(C(C)(C)NC(=O)NCCCn2ccnc2)c1	82
O=C(C1CCCN(S(=O)(=O)c2cccs2)C1)N1CCN(C2CCCCC2)CC1 (stereo unspecified)	92
CCc1ccc(NC(=O)C2CCN(S(C)(=O)=O)CC2)cc1	88
Cc1cc(N2CCN(c3ccccc3)CC2)n2nnnc2n1	83
CCN1C(=O)N(C)C(N(O)C(=O)NC)C1(C)C (stereo unspecified)	91
SMILES	SK-BR-3 tox 24h
O=C1C=C(O)CC(c2cccs2)C1 (stereo unspecified)	92
CCc1n[nH]c2c1C(=O)CC(C)(C)C2	101
Cc1ccc2[nH]c(=O)c(CN(CCc3ccccc3)Cc3nnnn3CC3CCCO3)cc2c1 (stereo unspecified)	141
COC(=O)c1ccc(NC(=O)COc2ccc(S(=O)(=O)NC(C)C)cc2)cc1	87
O=S(=O)(c1ccc(S(=O)(=O)N2CCN(C3CCCCC3)CC2)cc1)N1CCCCCC1	91
COC(=O)C1=C(C)NC(=O)NC1/C=C/c1ccccc1 (stereo unspecified)	80
Brc1ccc2ncnc(NCc3ccco3)c2c1	96
Cc1ccc(S(=O)(=O)N2CCN(Cc3nc4ccccc4n3C)CC2)cc1	91
Cc1cc(C)n(C(=O)C(C)N2C(=O)c3ccccc3C2=O)n1 (stereo unspecified)	94
CCOC(=O)c1cccc(NC(=O)CN2C(=O)C3C4C=CC(C4)C3C2=O)c1 (stereo unspecified)	84
COc1cccc(Cn2c(OCC3CCCO3)nc3c2c(=O)n(C)c(=O)n3C)c1 (stereo unspecified)	99
COc1ccc(CCN=C2SCC(=O)N2C)cc1OC	122
CCOc1ccc(C2=Nn3c(nnc3-c3ccc(OC)cc3)SC2)cc1	76
Cc1cc(C)nc(NS(=O)(=O)c2ccc(NC(=O)c3ccc4c(c3)OCO4)cc2)n1	94
C=CCn1c(SCC(=O)c2cccs2)nc2sc(CC)cc2c1=O	96
O=C(CCCc1ccccc1)NCCN1CCOCC1	95
CCC(Sc1nnc(-c2ccc(C)c(Cl)c2)n1CC)C(=O)Nc1nccs1 (stereo unspecified)	88
O=C(NCc1ccccc1)c1cnsn1	87
CCc1oc2ccccc2c1C(=O)CCN1CCCCC1	91
COc1ccc2[nH]c(=O)c(CN(C(C)=O)C3CCCCC3)cc2c1	86
c1ccc(CSc2nncn2-c2ccccn2)cc1	80
N#C/C(C(=O)N1CCOCC1)=C1\Nc2ccccc2S1	91
COc1ccc(CCNC(=O)c2noc3c2CCCC3)cc1OC	76
COC(=O)CCC(=O)Nc1ccc(NC(C)=O)cc1	87
O=C(c1ccccc1)c1ccc(N2CCNCC2)cc1	83
SMILES	SK-BR-3 tox 24h
CC1(C)CC(=O)c2sc(NS(C)(=O)=O)nc2C1	103
CCOC(=O)NC(CC(=O)O)c1ccc(OCC)cc1 (stereo unspecified)	83
C=CCSC1=C(C#N)C(c2ccccc2OC)CC(=O)N1 (stereo unspecified)	89
CSc1ccccc1NC(=O)CN(Cc1ccccc1)S(C)(=O)=O	79
COc1ccc(NC(=O)c2c(C)cc(=O)oc2C)c(OC)c1	79
N#CCSCC(=O)Nc1ccc(F)cc1	95
Cc1cc(NC(=O)c2cnn3cccnc23)nn1CC(=O)Nc1cccnc1	118
COc1ccccc1-c1ccc(=O)n(CC(=O)NCc2ccc3c(c2)OCO3)n1	138
O=C(c1ccco1)N1CCN(CC(=O)N2CCCc3c2c(=O)oc2ccc(O)cc32)CC1	110
Cc1nn(-c2ccccc2)c2[nH]c(=O)c(CNc3ccc4c(c3)OCCO4)cc12	81
CC(Oc1ccc(Cl)cc1Cl)C(=O)NCCN1CCOCC1 (stereo unspecified)	108
CC(C)Oc1ccc(C(CC(=O)O)NC(=O)C2CCCCC2)cc1 (stereo unspecified)	95
Cc1ccc2[nH]c(=O)c(CN(CCCO)S(=O)(=O)c3c(C)ccc4nsnc34)cc2c1	92
Nc1[nH]nc2nc(N3CCCC3)nc(-c3ccccc3)c12	81
O=c1c2ccccc2nc2n1CCS2	87
CC(=O)N1CCC(C(=O)Nc2ccccc2)(N(Cc2ccccc2)C(=O)c2cccnc2)CC1	105
N#Cc1cc2cc3c(cc2nc1N1CCOCC1)OCO3	88
CCOc1ccccc1-n1c(SCC(=O)NC2CCCC2)nnc1-c1ccoc1C	98
CS(=O)(=O)N(CCc1ccccc1)CC(=O)NCc1ccccn1	104
N#CC(C(=O)c1ccc(S(=O)(=O)N2CCCCCC2)cc1)c1nc2ccccc2[nH]1 (stereo unspecified)	78
CCOC(=O)N1CCN(C(=O)c2ccc(CNS(=O)(=O)c3ccc(C)cc3)cc2)CC1	76
Cn1nc(-c2ccc(N3CCOCC3)c(NC(=O)c3ccccc3)c2)c2ccccc2c1=O	84
CCCC(c1nnnn1CS(=O)(=O)c1ccc(C)cc1)N1CCN(c2ccc(F)cc2)CC1 (stereo unspecified)	76
Cc1nc2ccccc2n1CCC(=O)Nc1cccc(F)c1	104
O=C(NCc1ccco1)c1cc2c(s1)CCCCC2	100

Given as labelled records: part of the list above.
Cc1ccc(S(=O)(=O)N2CCN(Cc3nc4ccccc4n3C)CC2)cc1
  SK-BR-3 tox 24h: 91
Cc1cc(C)n(C(=O)C(C)N2C(=O)c3ccccc3C2=O)n1 (stereo unspecified)
  SK-BR-3 tox 24h: 94
CCOC(=O)c1cccc(NC(=O)CN2C(=O)C3C4C=CC(C4)C3C2=O)c1 (stereo unspecified)
  SK-BR-3 tox 24h: 84
COc1cccc(Cn2c(OCC3CCCO3)nc3c2c(=O)n(C)c(=O)n3C)c1 (stereo unspecified)
  SK-BR-3 tox 24h: 99

Carrying on:
SMILES	SK-BR-3 tox 24h
C=C(C)CSCc1nc2ccccc2[nH]1	92
NC(=O)CSc1nc2ccccc2n1Cc1ccccc1F	101
N=c1n(CCN2CCOCC2)c2ccccc2n1CC(O)COc1ccccc1 (stereo unspecified)	78
CCN1C(=O)/C(=C\N2CCCc3ccccc32)SC1=S	93
C=CC(C)n1c(Br)nc2c1c(=O)[nH]c(=O)n2C (stereo unspecified)	103
NC(=O)c1c(N)sc(=S)n1-c1ccccc1	83
COc1ccc(-c2nnc3sc(CN4C(=O)c5ccccc5C4=O)nn23)cc1	94
COc1ccc(CCN(CC(=O)NC2CCCC2)C(=O)CCC(=O)Nc2cc(C)on2)cc1OC	112
O=C(COc1ccc2ccccc2c1)N1CCCC1	94
